# 4-MU autofl – 4-MU region autofluorescence | AID 589 | max dye-equivalent concentration, M | actives 11% (n = 59,000) | compound autofluorescence, 340/450 nm, 4-MU equivalents; active compounds read high; in the data active = max dye-equivalent concentration above about 10 nM; inconclusive = mostly about 1.1 nM to 9.6 nM
#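 Intrinsic fluorescence at 340/450 nm (ex/em) was read after 15 min at room temperature in pH 8.0, 100 mM Tris. Each compound concentration expressed as 4-MU-equivalent concentration from a six-point 4-MU standard series on each plate.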
# HBB splice mod – modulators of hemoglobin beta chain splicing. HBB splicing reporter cell assay, activation; EGFP reporter with mutant IVS2-654 intron; response scale: normalised to 500 nM splice-correcting PNA. Potency, µM (doses to about 46.1 µM), without a hit: top-dose activation, actives largely listed as activators. actives 0.06% (n = 65,000). AID 925; also: potency is read from the fitted curve at half-maximal effect; 0% is about no effect
#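 HeLa cells stably expressing EGFP interrupted by mutant beta-globin intron 2 (IVS2-654), 500/well in 2% FCS. Treated with compound for 2 days at 37C. Splicing correction scored as total well GFP intensity (488 nm excitation, 500-520 nm emission); 500 nM antisense PNA served as control.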
# Pol III holo inh – DNA polymerase III holoenzyme inhibition; actives 0.25% (n = 71,000); reconstituted DNA polymerase III holoenzyme replication, biochemical; Potency, µM (doses to about 57.1 µM), inactives show at the top dose activity change, negative = inhibition; AID 603; also: potency is read from the fitted curve at half-maximal effect; % is scaled to controls: 0 for no effect and ±100 for the full control effect
#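 Reconstituted *E. coli* holoenzyme (0.35 nM Pol III, 1 nM beta, 154 nM SSB, 2 nM primase) was preincubated with compound for 15 min at RT. Synthesis on 1.4 nM ssM13Gori ran 35 min, then was stopped with PicoGreen/EDTA and read as dsDNA fluorescence.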
# Ub-GFP proteasome – ubiquitin-GFP accumulation via proteasome inhibition; Potency, µM (top dose mostly 45.9 µM), for inactives: at the top dose activation (GFP accumulation), usual class: activators; AID 526; Ubiquitin-GFP reporter cells, proteasome inhibition, GFP fluorescence; response scale: untreated = 0%, 10 µM MG-132 = 100%; 67,000 tested, under 10 active; active = well fitted activation curve with a large enough effect, not every such curve was filed as active; inconclusive = small, poorly fitted or top-dose-only effect, or another doubt; inactive = no such curve, though single readings can be large or run the other way; also: potency is read from the fitted curve at half-maximal effect
#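 U2OS cells expressing ubiquitin(G76V)-GFP, seeded overnight in 0.5% FBS medium, then treated 4 hr at 37 C across 46 uM to 2.9 nM. GFP-positive cells counted by laser cytometry (488 ex/515 em); %activity scaled between basal and 10 uM MG-132.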
# 15-hLO inh – 15-hLO (ALOX15) enzyme inhibition; actives 1.4% (n = 74,000); P16050; AID 887; Potency, µM (doses to about 57.1 µM), for the others: top-dose activity change, negative = inhibition, most hits filed as inhibitors; purified 15hLO-1, xylenol orange hydroperoxide absorbance; also: potency is read from the fitted curve at half-maximal effect; % is scaled to controls: 0 for no effect and ±100 for the full control effect; nearly all actives have a fitted effect of over 55% in size
# Target sequence (P16050 whole entry, looked up): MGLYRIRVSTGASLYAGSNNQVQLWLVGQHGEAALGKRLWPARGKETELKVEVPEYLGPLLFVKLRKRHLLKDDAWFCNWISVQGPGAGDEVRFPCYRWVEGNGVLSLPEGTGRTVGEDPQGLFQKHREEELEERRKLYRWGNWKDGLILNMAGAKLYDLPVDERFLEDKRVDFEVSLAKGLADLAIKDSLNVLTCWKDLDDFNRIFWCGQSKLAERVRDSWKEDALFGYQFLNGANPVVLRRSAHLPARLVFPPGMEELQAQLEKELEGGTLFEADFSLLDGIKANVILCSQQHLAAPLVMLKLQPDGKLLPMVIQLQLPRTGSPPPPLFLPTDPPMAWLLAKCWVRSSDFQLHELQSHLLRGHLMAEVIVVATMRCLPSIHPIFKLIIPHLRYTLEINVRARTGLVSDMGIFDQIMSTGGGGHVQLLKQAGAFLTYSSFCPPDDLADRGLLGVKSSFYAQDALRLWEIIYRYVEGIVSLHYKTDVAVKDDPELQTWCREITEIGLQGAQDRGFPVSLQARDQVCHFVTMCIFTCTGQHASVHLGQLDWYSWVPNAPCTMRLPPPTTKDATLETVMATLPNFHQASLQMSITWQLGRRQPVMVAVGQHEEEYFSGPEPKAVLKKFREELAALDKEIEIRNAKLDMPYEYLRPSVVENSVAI
#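 Compounds were preincubated 15 min at room temperature with 40 nM purified human enzyme (25 mM Hepes pH 7.5, 0.01% Triton X-100); 50 uM arachidonic acid reacted 6 min. Fe-xylenol orange detection, 30 min, absorbance ratio 573/405 nm.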
# Rhodamine autofl – compound fluoresces in the rhodamine spectral region; Rhodamine-region fluorescence, 547/598 nm, Tris buffer; active compounds read high; max dye-equivalent concentration, M; actives 0.05% (n = 59,000); AID 594; in the data active = max dye-equivalent concentration above about 11 nM; inconclusive = between about 1.1 nM and that limit
#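 Steps: pin-transfer compounds into pH 8.0 Tris (100 mM), hold 15 min at room temperature, image with a 547/598 nm filter pair, and convert intensities to rhodamine-equivalent concentration using a six-point on-plate rhodamine series.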
# Texas Red fluor – Texas Red region autofluorescence; Compound fluorescence, Texas Red channel, 547/618 nm; active compounds read high; max dye-equivalent concentration, M; actives 0.06% (n = 59,000); AID 587; in the data active = max dye-equivalent concentration above about 10 nM; inconclusive = between about 1.1 nM and that limit
#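 Texas Red-region profiling: compounds in 100 mM Tris pH 8.0 were read at 547/618 nm after 15 min at room temperature. Intensities were normalized against a six-point Texas Red standard series to give dye-equivalent concentration.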
# Hsp90 Hop PPI – changes Hsp90-Hop TPR2A binding signal, up or down; AlphaScreen TPR2A-His6 binding biotin-Hsp90 C-terminal peptide; actives 0.44% (n = 71,000); Potency, µM (highest dose often 57 µM), for inactives: at the highest dose activity change, negative = inhibition; AID 595; active = well fitted curve in either direction with a large enough effect; inconclusive = small, poorly fitted or top-dose-only effect, or another doubt; also: potency is read from the fitted curve at half-maximal effect; % is scaled to controls: 0 for no effect and ±100 for the full control effect; many of its hits are not listed in these tables
# HADH2 inhib – blocks human hydroxyacyl-CoA dehydrogenase type II; Q99714; recombinant HADH2, NADH fluorescence, beta-hydroxybutyryl-CoA; Potency, µM (series often up to 57.1 µM), for the others: at the highest dose activity change, negative = inhibition, hits mostly inhibitors; actives 3.4% (n = 73,000); also: potency is read from the fitted curve at half-maximal effect; % is scaled to controls: 0 for no effect and ±100 for the full control effect; nearly all actives have a fitted effect of over 60% in size; many of its hits are not listed in these tables
# Target sequence (Q99714 whole entry, looked up, one chain of several): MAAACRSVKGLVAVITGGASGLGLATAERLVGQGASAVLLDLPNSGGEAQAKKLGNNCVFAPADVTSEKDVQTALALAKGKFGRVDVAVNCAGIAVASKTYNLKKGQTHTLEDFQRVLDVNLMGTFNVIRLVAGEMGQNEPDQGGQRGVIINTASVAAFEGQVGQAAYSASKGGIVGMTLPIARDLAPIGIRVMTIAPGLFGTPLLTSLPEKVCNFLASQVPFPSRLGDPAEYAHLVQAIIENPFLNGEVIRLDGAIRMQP
#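 Read-out: 360 nm excitation, 450 nm emission, kinetic over 4 min. Conditions: His-tagged human HADH2 20 nM, pH 9.0 Tris with Tween-20, 1 mM NAD+, 90 uM beta-hydroxybutyryl-CoA.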
# Fluorescein autfl – fluorescein region autofluorescence; Compound autofluorescence, 480/540 nm, fluorescein-equivalent; active compounds read high; max fluorescein-equivalent concentration, M; actives 0.91% (n = 59,000); in the data active = max fluorescein-equivalent concentration above about 10 nM; inconclusive = between about 1.1 nM and that limit
#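 Values reflect compound autofluorescence, normalized to fluorescein on the same plate and reported at each tested concentration. Conditions: 100 mM Tris pH 8.0, room temperature, 15 min, excitation 480 nm, emission 540 nm.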
# Epigenetic mod – derepresses silenced GFP locus in mouse C127i cells; mouse C127i GFP locus derepression, cytometry, 30 h; Potency, µM (top dose mostly 46.1 µM), for inactives: top-dose GFP derepression (activation); actives 0.09% (n = 68,000); also: % of control where 0% means no effect
#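 Murine C127i mammary cells carrying a silenced, stably integrated CMV-driven GFP reporter were treated with compound for 30 hours at 37 C. After PBS washes, GFP-positive cells were counted by laser-scanning microplate cytometry.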
# An asterisk follows results filed as active; i = inactive; ? = inconclusive; . = no result given; [ ] = another dose, or the depositor's remark. Unless noted, calls follow the shape of the dose curve; as a rule, active = well fitted curve in the direction sought with a large enough effect; inconclusive = small, poorly fitted or top-dose-only effect, or another doubt; inactive = no such curve, though single readings can be large; an effect the other way counts as inactive or inconclusive. Some of the compounds tested, so the mix of outcomes need not match the whole.
No.	Structure	4-MU autofl	HBB splice mod	Pol III holo inh	Ub-GFP proteasome	15-hLO inh	Rhodamine autofl	Texas Red fluor	Hsp90 Hop PPI	HADH2 inhib	Fluorescein autfl	Epigenetic mod
1	CC1(C)CC(=O)C2=C(C1)N=C1SCCC(=O)N1C2c1ccccc1 (stereo unspecified)	?	0.2%	-6%	5%	0%	i	?	-2%	0%	i	3%
2	O=C(OCn1cncn1)c1ccc(Cl)cc1Cl	i	.	7%	-5%	-5%	i	i	0%	3%	i	2%
3	CCN1CCN(C(=O)Nc2cccc(C(F)(F)F)c2)CC1	i	-0.8%	-10%	0%	6%	i	i	-3%	7%	i	-2%
4	COc1ccc(CCNS(=O)(=O)c2cccs2)cc1	i	-2.1%	0%	3%	2%	i	i	1%	9%	i	-2%
5	CCOC(=O)N1CCN(C(=O)CSCC(=O)Nc2nc(-c3ccc4c(c3)OCO4)cs2)CC1	1.1e-07M*	-1.4%	-7%	-8%	-9%	i	i	-4%	-1%	i	-1%
6	COc1ccc2[nH]cc(CCNc3cc(-c4ccccc4C)ncn3)c2c1	i	0.7%	-2%	-1%	?	i	i	-22%	-25%	i	6%[9.22 µM]
7	O=C(Cn1cnc2ccccc2c1=O)OCC(=O)c1ccc2c(c1)OCCO2	i	1.7%[57.5 µM]	3%	0%	10%	i	i	1%	-5%	i	0%
8	COc1ccc(CN2CCCC(C(=O)N(C)Cc3ccccc3)C2)cc1OC (stereo unspecified)	i	-0.4%	6%	3%	-9%	i	i	-2%	4%	i	4%
9	O=C(COc1ncnc2sccc12)Nc1ccc2c(c1)OCCO2	i	-0.3%[57.5 µM]	-6%	-3%	19%	i	i	-5%	-4%	i	3%
10	O=C(CSc1nnnn1C1CCCCC1)Nc1cccc(NC(=O)c2ccco2)c1	i	-8.7%	-1%	-2%	-5%	i	i	-6%	13%	?	-2%
11	CCn1c(SCC(=O)c2[nH]c(C)c(C(C)=O)c2C)nnc1-c1cccs1	i	4.6%	-2%	-3%	-7%	i	i	?	0%	i	-4%
12	CC1(C(=O)NCCCNc2ncc(C(F)(F)F)cc2Cl)C=CC2(CCCCC2)N1C(=O)c1ccccc1 (stereo unspecified)	.	-1.4%	0%	.	0%	.	.	-3%	-1%	.	.
13	COC(=O)c1ccc(OCC(O)CN(CCO)CCO)cc1 (stereo unspecified)	i	-6.5%[57.5 µM]	-4%	-3%	-3%	i	i	0%	4%	i	-2%
14	O=c1[nH]c(=O)n(Cc2ccccc2)c2c1CCC2	i	-0.5%[57.5 µM]	-2%	2%	6%	i	i	-1%	6%	?	0%
15	Cc1ccc(N(C(=O)c2ccncc2)C2C=CS(=O)(=O)C2)cc1 (stereo unspecified)	.	0.1%	3%	-7%	10%	.	.	?	5%	.	-2%
16	Cn1c(=O)[nH]c(=O)c2c1nc(OC(=O)c1ccccc1)n2CC(O)COc1ccccc1 (stereo unspecified)	i	1.6%[0.369 µM]	-1%	.	3%	i	i	1%	13%	?	-2%
17	CC1CC1C(=O)OCC(=O)NCc1ccccc1Cl (stereo unspecified)	i	0.0%[57.5 µM]	-2%	0%	-2%	i	i	-1%	3%	?	0%
18	COCCNC(=O)C1(C)C=CCN1C(C)=O (stereo unspecified)	.	-0.3%	-4%	.	-1%	.	.	1%	-13%	.	.
19	Cn1cccc1Cc1nnc(SCC(=O)Nc2cccc(F)c2)n1-c1ccc(F)cc1	.	-0.7%	1%	13%	-17%	.	.	-2%[2.3 µM]	1%	.	.
20	Cc1nc2n(n1)CC(O)CS2 (stereo unspecified)	i	0.7%	-5%	-4%	-2%	i	i	-1%	12%	i	0%
21	COc1ccc(N2CCn3c2nc2c3c(=O)n(CCCc3ccccc3)c(=O)n2C)c(OC)c1	i	-0.5%[0.369 µM]	-2%	.	-10%	i	i	-13%	-3%	i	8%
22	CCOC(=O)c1c(NS(C)(=O)=O)sc2c1CCC(C)C2 (stereo unspecified)	.	-4.4%	4%	5%	-18%	.	.	-2%	?	.	0%
23	c1ccc2c(c1)OCC(c1nnc3n1-c1ccccc1SC3)O2 (stereo unspecified)	i	-0.1%[57.5 µM]	-3%	0%	-2%	i	?	-6%	11%	i	4%
24	CSc1ccccc1NC(=O)CN(c1cccc(C)c1)S(C)(=O)=O	i	3.2%	-3%	2%	-2%	i	i	-2%	1%	?	1%
25	Cc1nc(CCNC(=O)COc2ccccc2)cs1	.	1.1%	-1%	7%	-3%	.	.	-2%	-23%	.	.
26	Cc1cc(C(=O)O)c(CSc2ncn[nH]2)o1	i	.	.	.	.	i	?	.	.	i	4%[20.6 µM]
27	COc1ccccc1-c1cc(C(F)(F)F)nc(S(=O)(=O)CCCC(=O)Nc2cc(C)on2)n1	4.7e-07M*	1.5%	-1%	0%	-7%	i	i	-4%	32µM*	i	2%
28	CCc1nnc(SCC(=O)Nc2ccccc2)nc1CC	i	.	-4%	-5%	6%	i	i	-2%	3%	i	1%
29	O=C(O)C1CC(=O)N(Cc2cccnc2)C1 (stereo unspecified)	i	-1.5%	-6%	2%	7%	i	i	-2%	3%	?	0%
30	CCOC(=O)c1c(N2C(=O)C3C4C=CC(O4)C3C2=O)sc2c1CCCC2 (stereo unspecified)	.	-0.8%	4%	2%	7.9µM*	.	.	1%	?	.	0%
31	O=C(CN1C(=O)NC2(CCCCCC2)C1=O)N1CCC(Cc2ccccc2)CC1	i	-3.4%	0%	-2%	3%	i	?	-4%	28%	i	2%
32	O=C(COc1ncnc2c(Cl)cc(Cl)cc12)N1CCCCC1	i	-1.8%	-5%	10%	8%	i	i	-3%	4%	i	-2%
33	COC(=O)CSc1nc(N2CCCCC2)c2c(c1C#N)CCCC2	i	7.6%	-4%	6%	-21%	i	?	3%	-27%	i	0%
34	CCn1c(=N)c(S(=O)(=O)c2ccc(F)cc2)cc2c(=O)n3ccccc3nc21	5.9e-07M*	0.5%[57.5 µM]	-6%	7%	-7%	i	i	-3%	?	2.9e-08M*	-3%
35	Clc1ccc(-n2cnnn2)cc1	i	.	-3%	4%	4%	i	i	-1%	3%	?	0%
36	COc1ccc(C(=O)CCC(=O)N2CCN(c3ccc(N4CCOCC4)nn3)CC2)cc1	.	-1.1%	-4%	-3%	0%	.	.	-1%	?	.	2%
37	Cn1c(=O)c2c(nc(SCC(=O)N3CCc4ccccc43)n2Cc2ccccc2)n(C)c1=O	i	.	-6%	-4%	11%	i	?	-2%	14%	i	0%
38	CCOc1ccc(N(CC(=O)O)S(=O)(=O)c2cccnc2)cc1	.	0.4%	-3%	-2%	1%	.	.	-1%	-7%	.	.
39	COC(=O)c1cc2c(ccn2-c2ccc(F)cc2)n1CC(=O)N1CCN(C(=O)c2ccco2)CC1	i	-2.9%	-4%	-1%	-16%	i	i	-2%	?	?	-2%
40	CCOC(=O)c1sc(C)c2c1NC1(CCCCC1)NC2=O	9.6e-08M*	2.4%[0.369 µM]	-1%	.	-3%	i	i	0%	60%[activator]	?	2%

# Some entries already given, showing only 15-hLO inh, Ub-GFP proteasome and Texas Red fluor:
no.	smiles	15-hLO inh	Ub-GFP proteasome	Texas Red fluor
37	Cn1c(=O)c2c(nc(SCC(=O)N3CCc4ccccc43)n2Cc2ccccc2)n(C)c1=O	11%	-4%	?
38	CCOc1ccc(N(CC(=O)O)S(=O)(=O)c2cccnc2)cc1	1%	-2%	.

# Next compounds
No.	Structure	4-MU autofl	HBB splice mod	Pol III holo inh	Ub-GFP proteasome	15-hLO inh	Rhodamine autofl	Texas Red fluor	Hsp90 Hop PPI	HADH2 inhib	Fluorescein autfl	Epigenetic mod
41	CCN1CCCC1CNC(=O)CN1C(=O)COc2ccc(C)cc21 (stereo unspecified)	.	2.0%	-4%	0%	3%	.	.	-2%	3%	.	.
42	COc1ccccc1CNC(=O)C(CCSC)NS(=O)(=O)c1ccc2c(c1)oc(=O)n2C (stereo unspecified)	i	-1.8%	3%	5%	10%	i	?	4%	4%	?	-1%
43	CCC1(C)CC(c2csc(N)n2)CCO1 (stereo unspecified)	i	-2.1%	-8%	-2%	-5%	i	i	-3%	1%	?	0%
44	COc1ccc(OC)c(NC(=O)c2ccc(NS(=O)(=O)c3c(C)noc3C)cc2)c1	i	-0.3%	-1%	-3%	4%	i	i	-6%	-9%	i	2%
45	O=C(CCCc1ccccc1)NC1CCSC1=O (stereo unspecified)	.	-2.1%[0.0738 µM]	-3%[11.4 µM]	16%[9.17 µM]	5%[11.4 µM]	.	.	-4%[11 µM]	14%[11.4 µM]	.	0%
46	CC1=C(C(=O)OC(C)C)C(c2cccnc2)n2ncnc2N1 (stereo unspecified)	.	1.2%	0%	0%	3%	.	.	1%[2.3 µM]	2%	.	.

# Source: PubChem BioAssay (National Center for Advancing Translational Sciences (NCATS))
